# GAA glycogen mod – qHTS Assay for Inhibitors and Activators of Human alpha-Glucosidase Cleavage of Glycogen. 0.38% of 300,000 active. Potency, µM (titrated, usually from 76.4 µM), for the others: top-dose activity change, negative = inhibition, most hits filed as inhibitors. recombinant GAA, glycogen substrate, Amplex Red glucose oxidase fluorescence;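 note: 0% = full enzyme reaction and -100% = no-enzyme basal signal; the screen sought inhibitors and activators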
#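 Natural-substrate format: glycogen cleavage by 4 nM human enzyme, glucose read by Amplex Red coupling (Ex 573, Em 610 nm). Normalized to enzyme and no-enzyme controls.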
# ALDH1A1 block – qHTS Assay for Inhibitors of Aldehyde Dehydrogenase 1 (ALDH1A1); Purified ALDH1A1, NADH fluorescence, propionaldehyde substrate; Potency, µM (titrated, usually from 75.3 µM), for the others: at the top dose activity, negative = inhibition, usual class: inhibitors; Aldehyde dehydrogenase 1A1 (Homo sapiens), P00352; 7.3% of 220,000 active; active = well fitted inhibition curve with a large enough effect, not every such curve was filed as active; inconclusive = small, poorly fitted or top-dose-only effect, or another doubt; inactive = no such curve, though single readings can be large or run the other way;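 note: plate controls were no enzyme wells and a reference inhibitor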
# Target sequence (P00352 whole entry, looked up): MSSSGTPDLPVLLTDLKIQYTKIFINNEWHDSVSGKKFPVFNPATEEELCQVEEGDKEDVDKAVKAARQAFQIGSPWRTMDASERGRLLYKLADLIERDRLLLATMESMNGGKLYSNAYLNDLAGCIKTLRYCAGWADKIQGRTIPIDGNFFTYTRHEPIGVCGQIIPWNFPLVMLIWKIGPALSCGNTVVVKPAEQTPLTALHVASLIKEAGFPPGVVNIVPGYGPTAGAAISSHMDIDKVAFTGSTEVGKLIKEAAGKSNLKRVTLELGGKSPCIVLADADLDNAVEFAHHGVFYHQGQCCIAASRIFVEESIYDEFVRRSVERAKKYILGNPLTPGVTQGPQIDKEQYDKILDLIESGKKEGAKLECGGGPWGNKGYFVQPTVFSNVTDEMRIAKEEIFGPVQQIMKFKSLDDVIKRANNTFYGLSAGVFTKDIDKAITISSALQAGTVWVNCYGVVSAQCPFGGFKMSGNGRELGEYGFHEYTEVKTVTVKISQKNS
# aGlu spleen mod – qHTS Assay for Inhibitors and Activators of Human alpha-Glucosidase From Spleen Homogenate; Lysosomal alpha-glucosidase (Homo sapiens), P10253; human spleen homogenate, 4-MU-alpha-glucoside fluorescence; Potency, µM (titrated, usually from 79.9 µM), for the others: at the top dose activity change, negative = inhibition, actives largely listed as inhibitors; 0.006% of 240,000 active;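 note: 0% = enzyme with vehicle and -100% = no enzyme basal signal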
#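 AC50 values come from Hill-equation fits of concentration-response data, normalized to no-enzyme and full-activity controls. Enzyme source: 1 ug human spleen homogenate; 1 mM fluorogenic 4-MU glucoside, pH 5.0 citrate buffer, 37 C, 40 min.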
# SMN2 splice up – qHTS Assay for Enhancers of SMN2 Splice Variant Expression. AID 1458, 2008. HEK293 SMN2-luciferase splicing reporter, luminescence, 30-36 h. 2.8% of 210,000 active. Potency, µM (doses to about 46.1 µM), for the others: at the highest dose activity change, positive = activation, usual class: activators; note: % of control where 0% means no effect; nearly all actives have a fitted effect of over 55% in size
#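 HEK293 cells carry an SMN2 […]–luciferase reporter in which exon 7 inclusion puts luciferase in frame. Cells were plated 10-12 h before compound addition, then incubated 30-36 h at 37C. ONE-Glo luminescence was read; sodium butyrate at 4.5 mM final served as control.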
# GLA spleen mod – qHTS Assay for Inhibitors and Activators of Human alpha-Galactosidase From Spleen Homogenate; human spleen homogenate, 4MU-alpha-Gal fluorescence, 40 min; Potency, µM (series often up to 80 µM), without a hit: at the highest dose activity change, negative = inhibition, actives largely listed as inhibitors; 0.008% of 240,000 active; AID 2107, 2009;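 note: 0% = enzyme with vehicle and -100% = no enzyme basal signal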
# Target sequence (P06280 32-429 limits assumed): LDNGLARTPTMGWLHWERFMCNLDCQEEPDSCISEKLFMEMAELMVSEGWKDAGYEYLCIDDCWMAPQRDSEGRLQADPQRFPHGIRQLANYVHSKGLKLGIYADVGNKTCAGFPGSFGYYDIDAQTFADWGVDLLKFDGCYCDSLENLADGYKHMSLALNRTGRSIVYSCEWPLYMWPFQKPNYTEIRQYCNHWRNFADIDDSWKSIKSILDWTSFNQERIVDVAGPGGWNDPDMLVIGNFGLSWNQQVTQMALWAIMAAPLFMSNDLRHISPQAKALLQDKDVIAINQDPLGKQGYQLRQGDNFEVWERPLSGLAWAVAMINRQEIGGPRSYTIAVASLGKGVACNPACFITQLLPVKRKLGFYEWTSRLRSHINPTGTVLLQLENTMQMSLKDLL
#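 Spleen homogenate 1 ug + cpd (titration) + 4-MU-alpha-D-galactopyranoside 1 mM; 37C 40 min; 50 mM citrate/phosphate pH 5.0, 0.01% Tween-20; stop pH 10; fluorescence 365/440; AC50 via Hill.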
# GAA inh – qHTS Assay for Inhibitors of Human alpha-Glucosidase as a Potential Chaperone Treatment of Pompe Disease; Lysosomal alpha-glucosidase (Homo sapiens), P10253; purified human GAA, 4-MU-alpha-glucoside fluorescence; Potency, µM (doses to about 76.9 µM), for the others: at the top dose activity change, negative = inhibition, actives largely listed as inhibitors; 0.005% of 200,000 active; AID 1466, 2008;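 note: plate controls were uninhibited enzyme wells for no effect and no-enzyme background for full effect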
#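 Endpoint fluorogenic read: 20 min room-temperature reaction of 4 nM human alpha-glucosidase with 400 uM 4-methylumbelliferyl-alpha-D-pyranoside, pH 5.0, quenched with 1M NaOH/1M glycine pH 10. AC50 from Hill modeling.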
# GoLoco inh red – qHTS Assay for Inhibitors of RGS12 GoLoco Motif Activity (Red Fluorophore) | Gai1:RGS12 GoLoco peptide FP, rhodamine, 10 min | Potency, µM (series often up to 61.6 µM), without a hit: at the top dose activity, negative = inhibition, usual class: inhibitors | 0.44% of 230,000 active; active = well fitted inhibition curve with a large enough effect, not every such curve was filed as active; inactive = no such curve, though single readings can be large or run the other way; note: % is set by controls: 0 for no effect and ±100 for the full control effect; nearly all actives have a fitted effect of over 30% in size; many of its hits are not listed in these tables
# KDM4E inh – qHTS Assay for Inhibitors of Human Jumonji Domain Containing 2E (JMJD2E) | Lysine-specific demethylase 4E (Homo sapiens), B2RXH2 | JMJD2E catalytic domain, FDH-coupled NADH fluorescence (FDH is formaldehyde dehydrogenase) | Potency, µM (doses to about 57.1 µM), without a hit: at the highest dose activity change, negative = inhibition, hits mostly inhibitors | 1.6% of 230,000 active | AID 2147, 2009; active = well fitted inhibition curve with a large enough effect, not every such curve was filed as active; inconclusive = small, poorly fitted or top-dose-only effect, or another doubt; inactive = no such curve, though single readings can be large or run the other way;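 note: 0% = wells with enzyme and -100% = buffer wells without enzyme; nearly all actives have a fitted effect of over 50% in size; many of its hits are not listed in these tables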
# The depositor's hits bear a star; ? = inconclusive; · = not tested or not shown; [ ] = remark or other dose. Unless noted, calls come from the whole dose curve; as a rule, active = well fitted curve in the direction sought with a large enough effect; inconclusive = small, poorly fitted or top-dose-only effect, or another doubt; inactive = no such curve, though single readings can be large; an effect the other way counts as inactive or inconclusive. Potency is the fitted concentration of half-maximal effect.
# Values run as follows: GAA glycogen mod	GLA spleen mod	SMN2 splice up	KDM4E inh	GoLoco inh red	ALDH1A1 block	aGlu spleen mod	GAA inh
[1] CCOC(=O)c1cnc(-c2ccccc2)nc1N(C)C
  0%	-2%	4.5µM*	-5%	-11%	?	-3%	0%
[2] CC[C@@]12CCCN3CCc4c(n(c5ccccc45)C(=O)C1)[C@H]32
  ·	12%[29.1 µM]	-1%[9.22 µM]	1%[25.5 µM]	-6%[14.2 µM]	5%[13.5 µM]	0%[29.1 µM]	·
[3] Cc1ccc(C(=O)C(C)OC(=O)c2ccccc2[N+](=O)[O-])cc1 (configuration not stated)
  0%	1%	13µM*	3%	3%	-2%	?	-2%
[4] COc1ccc(/C=C/C(=O)c2ccc(C)c([N+](=O)[O-])c2)cc1O
  -1%	-7%	2%	-2%	-6%	22µM*	6%	8%
[5] Cc1ccc(C(=O)CSc2nc(-c3ccccc3)ccc2C#N)cc1
  -19%	0%	-12%	-6%	13%	?	2%	1%
[6] O=c1[nH]c(/C=C/c2ccccc2OC(F)F)nc2c1cnn2-c1ccccc1
  -13%	-6%	10%	?	5%	?	-3%	-6%
[7] COc1ccc(N)c(OC)c1
  ·	-3%	4%	·	-6%	?	-4%	·
[8] Cc1cc(C)c(Cn2ncn(-c3ccc(Br)cc3)c2=O)c(C)c1
  -5%	6%	-13%	-9%	7%	12%	1%	0%
[9] CN(C)c1ccc(C(=O)OCC(=O)N2CCCCCC2)cc1
  6%	1%	22%	-4%	7%	2%	7%	-3%
[10] O=C(COC(=O)c1ccco1)NCc1ccc2c(c1)OCO2
  5%	6%	·	-1%	8%	·	0%	·
[11] COc1ccc(CCNC(=O)CSc2nc3c(c(=O)n(C)c(=O)n3C)n2C)cc1OC
  -9%	5%	1%	-9%	0%	8%	5%	4%
[12] CCc1ccc2[nH]c(=O)c(CN(CCCO)C(=O)NCc3ccccc3)cc2c1
  10%	1%	8%	-18%	1%	?	-21%	-1%
[13] CC1(OC(=O)CCc2ccccc2)C(=O)C=C2C=C(c3ccc(C#N)cc3)N(C(CO)CO)C=C2C1=O (configuration not stated)
  1%	3%[17.5 µM]	-1%[9.22 µM]	3.5µM*	3%[14.2 µM]	6%[13.5 µM]	-8%[17.4 µM]	·
[14] Cc1cc(NC(=O)CCC(=O)N(c2ccccc2)C(C(=O)NCC2CCCO2)c2cccnc2)no1 (configuration not stated)
  4%	-9%	-7%	-1%	-1%	-1%	-6%	-6%
[15] CC1(C)CC(=O)C(C=NCCN2CCN(C3CC(=O)N(c4cccc(Br)c4)C3=O)CC2)=C(O)C1 (configuration not stated)
  -4%	4%	3%	-2%	-1%	25µM*	-9%	-10%
[16] CCN(CC(=O)NC1CCS(=O)(=O)C1)S(=O)(=O)c1ccc(C)c(C)c1 (configuration not stated)
  0%	-3%	6%	-6%	0%	-5%	5%	-1%
[17] CN(C)c1ccc(N=Cc2nc(-c3ccccc3)oc2OC(=O)c2ccccc2)cc1
  2%	-6%	11µM*	6%	-6%	-11%	0%	4%
[18] O=C(O)c1cccc(S(=O)(=O)Nc2ccc(S(=O)(=O)N3CCOCC3)cc2)c1
  0%	6%	10%	3%	1%	11%	1%	-1%
[19] CCn1c(/C(C#N)=N/O)nc2ccccc21
  2%	6%	-46%[inhibitor]	0%	-3%	20µM*	10%	-1%
[20] CC(O)CCC(=O)NNC(=S)Nc1ccccc1 (configuration not stated)
  ?	0%	4%	-3%	16%	-5%	1%	12%

# The final 4 records of the part above come first, to join the parts.
# Values run as follows: GAA glycogen mod	GLA spleen mod	SMN2 splice up	KDM4E inh	GoLoco inh red	ALDH1A1 block	aGlu spleen mod	GAA inh
[17] CN(C)c1ccc(N=Cc2nc(-c3ccccc3)oc2OC(=O)c2ccccc2)cc1
  2%	-6%	11µM*	6%	-6%	-11%	0%	4%
[18] O=C(O)c1cccc(S(=O)(=O)Nc2ccc(S(=O)(=O)N3CCOCC3)cc2)c1
  0%	6%	10%	3%	1%	11%	1%	-1%
[19] CCn1c(/C(C#N)=N/O)nc2ccccc21
  2%	6%	-46%[inhibitor]	0%	-3%	20µM*	10%	-1%
[20] CC(O)CCC(=O)NNC(=S)Nc1ccccc1 (configuration not stated)
  ?	0%	4%	-3%	16%	-5%	1%	12%
[21] COc1cc(/C=C/c2ccccc2)oc(=O)c1
  ·	6%	8.9µM*	·	4%	?	-7%	·
[22] CCc1cccc(C)c1NC(=O)C1CC=CCC1C(=O)O (configuration not stated)
  -9%	4%	-5%	-9%	2%	12%	-5%	-4%
[23] CCc1cccc(NC(=O)CCS(=O)(=O)c2cccc3nonc23)c1
  -2%	-8%	22%	1%	3%	?	-16%	-1%
[24] c1nc(NCCN2CCOCC2)c2sc3nc(N4CCOCC4)c4c(c3c2n1)CCC4
  -1%	-2%	-8%	?	15%	?	-1%	?
[25] NS(=O)(=O)c1ccc(NC(=S)NC2CCCCCC2)cc1
  -9%	10%	8%	-5%	-2%	?	-1%	-1%
[26] OCCn1c(SCCOc2ccccc2)nc2ccccc21
  -10%	-2%	-9%	-4%	11%	-1%	-4%	-1%
[27] CCOC(=O)c1c(C)[nH]c(C)c1C(=O)COC(=O)/C=C/c1ccc(OC(F)F)cc1
  -10%	?	-36%[inhibitor]	0%	14%	-11%	-2%	?
[28] c1ccc(Cn2ncc3c(NCc4ccco4)ncnc32)cc1
  -10%	-2%	·	-6%	·	?	-5%	-5%
[29] O=C(CN(Cc1ccccc1F)S(=O)(=O)c1ccc(Cl)cc1)NCCCO
  ·	3%	-10%	1%	-1%	5%	0%	-10%
[30] O=C(C1CCCN(Cc2ccncc2)C1)N1CCc2ccccc2C1 (configuration not stated)
  5%	4%	·	-4%	·	?	1%	8%
[31] O=C(O)CCCCCNC(=O)c1ccncc1
  4%	-7%	6%	-3%	0%	5%	8%	-8%
[32] COc1ccc(-c2cc3n(n2)CCc2nc4ccccc4n2-3)cc1
  3%	1%	?	?	11%	?	0%	-7%
[33] S=C(NCCc1ccc(Cl)cc1)NCc1ccco1
  11%	-5%	13%	3%	0%	?	0%	7%
[34] CC(=O)N(Cc1ccc(F)cc1)C1=C(NCc2ccccc2)C(=O)c2ccccc2C1=O
  -10%	-2%	-49%[inhibitor]	?	23%	2%	-3%	-1%
[35] CCOCCCNC(C(=O)Nc1ccc(OC)c(Cl)c1)c1ccccc1 (configuration not stated)
  7%	8%	-15%	2%	7%	2.2µM*	3%	-7%
[36] C/C=C(\C)C(=O)NCCN1C2=NC[C@@H](Cc3ccccc3)N2C[C@H]1Cc1ccc(O)cc1
  -5%	-1%	·	0%	5%	-5%	0%	·
[37] O=C(CN1CCCC1)Nc1ccc(Oc2ccc(NC(=O)CN3CCCC3)cc2)cc1
  5%	2%	-22%	-2%	7%	-15%	-1%	6%
[38] O=C1CC[C@H](N2C(=O)c3ccccc3C2=O)C(=O)N1
  ·	3%	-4%[20.6 µM]	0%	-2%	1%	11%	·
[39] O=C(c1cc2ccccc2o1)N1CC=C(c2ccccc2)CC1
  5%	4%	·	-15%	6%	-2%	0%	-7%
[40] CCN(CC)CCNC(=O)c1c(O)c2cc(OC)c(OC)cc2[nH]c1=O
  2%	-1%	-1%	?	6%	?	-4%	2%

# In the list so far, 4 contain an NH in an aromatic ring.
# Values run as follows: GAA glycogen mod	GLA spleen mod	SMN2 splice up	KDM4E inh	GoLoco inh red	ALDH1A1 block	aGlu spleen mod	GAA inh
[6] O=c1[nH]c(/C=C/c2ccccc2OC(F)F)nc2c1cnn2-c1ccccc1
  -13%	-6%	10%	?	5%	?	-3%	-6%
[12] CCc1ccc2[nH]c(=O)c(CN(CCCO)C(=O)NCc3ccccc3)cc2c1
  10%	1%	8%	-18%	1%	?	-21%	-1%
[27] CCOC(=O)c1c(C)[nH]c(C)c1C(=O)COC(=O)/C=C/c1ccc(OC(F)F)cc1
  -10%	?	-36%[inhibitor]	0%	14%	-11%	-2%	?
[40] CCN(CC)CCNC(=O)c1c(O)c2cc(OC)c(OC)cc2[nH]c1=O
  2%	-1%	-1%	?	6%	?	-4%	2%

# Other results follow.
# Values run as follows: GAA glycogen mod	GLA spleen mod	SMN2 splice up	KDM4E inh	GoLoco inh red	ALDH1A1 block	aGlu spleen mod	GAA inh
[41] CCOc1ccc(-n2nc(C(=O)NCCOC)c3ccccc3c2=O)cc1
  2%	-17%	?	10%	-1%	13%	-14%	-3%
[42] Cc1cc(OC(=O)c2ccc(Cl)cc2Cl)nc(C)n1
  -3%	7%	-5%	3%	-2%	4%	-9%	4%
[43] CC(C)C(=O)Nc1csc(C(F)(F)F)c1-c1ccccc1
  -10%	4%	·	12%	6%	4%	-13%	-4%
[44] CCOC(=O)C(CC)(CC)/C(C)=N/NC(=O)CC#N
  -2%	-4%	-3%	8%	1%	9%	-6%	-6%
[45] CCOC(=O)CCCc1ccc(/C(C)=N/NC(=S)NC)cc1
  -16%	0%	·	-2%	-2%	·	-3%	·
[46] CCOC(=O)N1CCN(Cc2nc3c(c(=O)n(C)c(=O)n3C)n2Cc2cccc(C)c2)CC1
  -5%	8%	-11%	-7%	2%	0.079µM*	2%	1%
[47] COc1ccc(C(=O)COC(=O)c2cccnc2SC)cc1
  1%	-10%	3%	-5%	-23%	3%	-2%	5%
[48] Cc1cc(F)ccc1NC(=O)C1CCCO1 (configuration not stated)
  6%	-1%	-2%	?	4%	3%	-2%	-15%
[49] N#Cc1cc(NC2CCCC2)c([N+](=O)[O-])cc1C#N
  1%	4%	-18%	-1%	13%	3%	5%	2%
[50] COc1cc(/C=N/NC(=O)COc2ccc(-n3cnnn3)cc2)ccc1OCC(N)=O
  -8%	-8%	·	0%	1%	-7%	2%	1%
[51] C/C(=N\NC(=O)CC#N)c1ccc(Oc2ccccc2)cc1
  4%	21%	-13%	12%	-3%	3%	-15%	-10%
[52] Cc1oc(-c2ccc(Cl)cc2)cc1C(=O)NC1CCN(Cc2ccccc2)CC1
  1%	-5%	·	2%	11%	-1%	-6%	12%[15.4 µM]

# Assay outcomes as filed in PubChem.

# Not all compounds are listed; count on the stated rates, not on these rows.
